Screens (PubChem BioAssay)
V-ATPase pH: regulators of yeast V-ATPase proton pumping, primary screen, pHLuorin cytosolic pH fluorescence; S. cerevisiae; response, % at 10 µM; 350,000 tested, 0.37% active; in the data active = response mostly above about 7.3%, no sharp cut-off; inactive = mostly below about 5.4%; note: actives read high; inactives centre near 0; some compounds called inactive have numbers as strong as hits
dFosB activator: activators of delta FosB homodimer, primary screen, biochemical, fluorescence polarization, TAMRA-CDK5 oligo, single point | AID 493131, 2011 | Protein FosB (Mus musculus), P13346 | 340,000 tested, 0.99% active | purified delta FosB; percent of positive-control signal above neutral wells | activation, % at 25 µM;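 active = mean activation above about 17%, with every replicate also reaching it, limit read from the data, passing the limit was not always enough; inconclusive = only one of the two conditions met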;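 note: fluorescence polarization rise as delta FosB binds a TAMRA Cdk5 AP-1 oligo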
Target sequence (P13346 whole entry, looked up): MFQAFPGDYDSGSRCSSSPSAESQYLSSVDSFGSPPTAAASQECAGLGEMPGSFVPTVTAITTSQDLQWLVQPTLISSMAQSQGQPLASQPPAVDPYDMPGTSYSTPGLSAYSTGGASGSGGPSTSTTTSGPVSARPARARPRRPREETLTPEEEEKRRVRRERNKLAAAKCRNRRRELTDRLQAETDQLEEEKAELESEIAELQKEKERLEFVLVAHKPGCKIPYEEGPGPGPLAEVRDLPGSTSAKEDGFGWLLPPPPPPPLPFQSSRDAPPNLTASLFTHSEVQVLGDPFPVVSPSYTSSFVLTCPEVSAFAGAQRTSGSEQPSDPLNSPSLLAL
MITF act: activators of MITF-driven TRPM1 promoter reporter, primary screen, cell-based, SK-MEL-5, luciferase, single point. 300,000 tested, 0.75% active. SK-MEL-5 TRPM1-promoter luciferase, 24 h; % of positive control, neutral wells = 0. activation, % at 12.5 µM;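 active = mean activation of at least 80% with every replicate also reaching 80%; inconclusive = mean reaches 80% but some replicate falls short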;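 note: 0% = neutral control wells and 100% = parthenolide positive control wells; values of inactives mirror those of a sister screen read the other way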
cardiac RTF act: cardiac RTF calcium sensitivity activators, primary screen, biochemical, IANBD-TnC fluorescence, EC20 calcium. Troponin I, cardiac muscle (Homo sapiens) + Troponin T, cardiac muscle (Homo sapiens) + …. IANBD-labeled TnC RTF fluorescence at EC20 calcium; 0% EC20 calcium, 100% full calcium. activation, % at 7.2 µM. 340,000 tested, 0.24% active. AID 493008, 2010;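 active = activation above the mean over all tested compounds plus 3 SD, cut at about 30% in these data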;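 note: rise in fluorescence read as greater calcium sensitivity of cardiac thin filaments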
CDK5 inh: inhibitors of human CDK5/p35 kinase, primary screen, biochemical, single concentration. Recombinant CDK5/p35, ADP-Glo luminescence, 60 min. inhibition, % at 10 µM. 330,000 tested, 0.01% active. AID 488839, 2010;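 active = highest replicate inhibition of at least 50% and at least 75% of replicates reaching 50%; inconclusive = only one of the two criteria met; inactive = both criteria failed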;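 note: plate controls were DMSO neutral control for no effect and GW8510 at 10 µM for full effect; many of its hits are not listed in these tables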
Tat export inh: E. coli Tat export inhibitors, primary screen, MC4100, TorA-mCherry reporter, fluorescence, single point. inhibition, % at 10 µM. 340,000 tested, 0.036% active. AID 488895, 2010;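 active = mean replicate inhibition at least 50% and at least half of replicates individually reaching 50%; inconclusive = only one of the two criteria met; inactive = neither criterion met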;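 note: exported cargo escapes ClpAP degradation while cytoplasmic cargo is degraded and loses fluorescence; 0% = median of neutral control wells and 100% = median of NaSCN control wells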
Wnt act: Wnt/beta-catenin pathway activators, primary screen, cell-based, plate reader, single point. AID 743398, 2014. activation, % at 9.35 µM. Wnt/beta-catenin reporter cell assay, activator. 300,000 tested, 1.2% active; in the data active = activation above about 30%, passing the limit was not always enough; inconclusive = no clear call, values can overlap the other calls;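 note: 0% = neutral control wells and 100% = positive control wells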
CAL PDZ FP-1: CAL PDZ peptide-binding inhibitors, primary screen, biochemical, fluorescence polarization, Cer-tagged CAL PDZ, HTS; purified CAL PDZ, TMR-peptide fluorescence polarization, 1 h; inhibition, % at 20 µM; Golgi-associated PDZ and coiled-coil motif-containing protein (Homo sapiens), Q9HD26; AID 504414, 2011; 330,000 tested, 0.02% active;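 active = highest replicate inhibition of at least 40%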;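 note: plate controls were DMSO neutral control wells for no effect and unlabeled competitor peptide control wells for full effect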
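Control set: unlabelled peptide and DMSO controls / Material: purified CerCALP PDZ construct / Timing: 1 h incubation at room temperature before polarization reading / Doses: 20 µM, one dose / Detection: fluorescence polarization (mP)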
CAL PDZ FP-2: untagged CAL PDZ binding inhibitors, primary screen, biochemical, fluorescence polarization, HTS; purified CAL PDZ, TMR-peptide fluorescence polarization, 1 h; inhibition, % at 24.9 µM; 300,000 tested, 0.92% active; AID 602252, 2012;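 active = mean inhibition of at least 30% with at least half of replicates also reaching 30%; inconclusive = no clear call, values can overlap the other calls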;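 note: 0% = DMSO neutral control and 100% = excess unlabeled competitor peptide PRC23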
Rtt109 Vps75: inhibitors of C. albicans Rtt109/Vps75 HAT, primary screen, biochemical, ThioGlo CoA-SH fluorescence, plate reader; Histone acetyltransferase RTT109 (Candida albicans (strain SC5314 / ATCC MYA-2876)), …; purified Rtt109/Vps75, 4 h; inhibition, % at 34.9 µM; 330,000 tested, 0.16% active; AID 540336, 2011;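 active = inhibition of at least 50% in every replicate; inconclusive = best replicate reaches 50% inhibition but some replicates fall short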
Target sequence (Q5AAJ8 whole entry, looked up): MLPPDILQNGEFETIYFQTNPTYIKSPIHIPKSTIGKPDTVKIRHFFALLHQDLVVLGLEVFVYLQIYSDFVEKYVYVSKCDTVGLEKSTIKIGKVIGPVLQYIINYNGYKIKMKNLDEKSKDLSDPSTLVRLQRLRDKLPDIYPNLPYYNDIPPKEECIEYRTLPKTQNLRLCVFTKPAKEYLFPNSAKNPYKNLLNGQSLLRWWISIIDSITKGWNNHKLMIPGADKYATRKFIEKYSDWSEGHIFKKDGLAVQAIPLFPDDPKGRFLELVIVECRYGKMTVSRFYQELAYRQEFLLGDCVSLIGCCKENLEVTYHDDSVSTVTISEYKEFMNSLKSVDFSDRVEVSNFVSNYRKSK
* = called active by the depositor; ? = inconclusive; / = no result given.

SMILES	V-ATPase pH	dFosB activator	MITF act	cardiac RTF act	CDK5 inh	Tat export inh	Wnt act	CAL PDZ FP-1	CAL PDZ FP-2	Rtt109 Vps75
COc1ccccc1C(=O)Nc1nnc(C)s1	3	-7	32	2	-2.6	-1	/	0.1	/	-4
O=C1C2C(c3ccccc3)C=CC(c3ccccc3)C2C(=O)N1CCCO (stereo unspecified)	2	0	8	-1	0.4	-5	/	-1.6	-4	4
O=C(Nc1ccc(C(=O)N2CCCCC2)cc1)c1cccc([N+](=O)[O-])c1	3	-11	7	-2	1.7	2	3	-0.2	3	9
O=C1OC(c2ccccc2)(c2ccc(O)cc2)c2ccccc21 (stereo unspecified)	-3	-2	-7	-6	-0.5	6	1	3.9	-4	5
CCC(=O)Nc1ccc(NC(=S)NC(=O)/C=C/c2ccccc2)cc1	2	3	-7	-3	0.1	1	/	0.2	-5	0
O=C(c1ccco1)N1CCN(C(=O)c2ccc(-c3ccc(Cl)cc3)o2)CC1	-5	-16	15	0	0.5	0	2	-2.8	-5	0
OCC1OC(n2ccc3c(SCc4ccccc4)ncnc32)C(O)C1O (stereo unspecified)	2	-3	55	0	-2.2	-10	32*	-0.8	0	-4
Cc1nc(=O)c(-c2ccccc2)c(C)n1CCO	1	3	17	-7	-0.1	-10	/	-0.9	0	-7
CCCCOc1ccc(C2(C(=O)O)CCCC2)cc1	3	-3	/	-3	-0.9	-4	-2	-1.1	-3	-4
CCOc1ccc(NC(=O)Cn2cc(C(=O)C3CC3)c3ccccc32)cc1	1	-1	-4	-6	-1.1	2	0	-2.6	-4	1
COc1cccc(CN(C)C(=O)c2ccc(OCC(=O)Nc3cccc(C(F)(F)F)c3)c(OC)c2)c1	-2	-12	-42	-4	-0.6	13	-10	-1.3	9	-3
CCCCN(C)CCNC(=O)c1cc2cc3ccc(OC)cc3nc2o1	0	-41	25	-4	1.3	-7	4	0.2	-1	-1
CC(C)OC(=O)NCCOC(=O)Nc1ccccc1Cl	1	-5	2	-1	0.5	2	0	-1.2	/	3
COc1ccc2c(c1)c(C(=O)CN1CCN(Cc3ccccc3)CC1)c(C)n2C	-3	-2	/	6	3.5	1	8	-2.6	-3	14
CCOc1ccc(/C=C/C(=O)NCCc2ccc(OC)c(OC)c2)cc1	-2	-8	2	-2	0.8	-8	-3	-0.2	-7	-14
CCCN1CCc2c(sc(NC(=O)CCS(=O)(=O)c3ccccc3)c2C(N)=O)C1	-2	-12	11	-4	-1.0	-12	1	-2.7	-1	-17
CCCOc1ccc(Cn2c(C)nc([N+](=O)[O-])c2SCC(O)COC)cc1[N+](=O)[O-] (stereo unspecified)	-6	-3	2	-3	-0.1	4	/	/	-3	12
Nc1c(-c2ccc(Cl)cc2)cnn1-c1ccccc1	1	-6	92*	0	4.4	2	?	0.2	-5	0
CCOC(=O)C1=C(CN2CCOCC2)NC(=O)NC1c1cc(C)ccc1C (stereo unspecified)	-1	-8	-9	0	-2.0	-2	-6	-2.6	-4	27
Cc1ncc([N+](=O)[O-])n1Cc1ccc(Cl)cc1	0	-11	3	-3	0.9	-6	-2	-2.2	-6	4
CCCCOC(=O)c1ccc(NC(=O)COC(=O)CN2C(=O)NC3(CCCC3)C2=O)cc1	-4	-14	1	2	-0.3	5	0	-3.1	2	0
COc1ccc(/C=C/c2nc3sc4c(c3c(=O)o2)CCC4)cc1	-2	-3	-1	16	-0.2	-11	/	-2.0	-3	6
O=C(N/N=C/c1ccccc1)c1ccc(-c2ccccc2)cc1	-3	2	24	1	-0.9	8	1	/	-3	-3
Cc1cccc(NC(=O)CSc2nnc(NC(=O)C3CCC3)s2)c1	-5	-2	/	-4	-0.3	10	-4	-0.7	-3	4
COCCN(Cc1nc(C(c2ccccc2)c2ccccc2)no1)C(C)C	0	3	-1	1	1.0	5	-1	22	-6	-16
COc1cc(OC)c(NC(=O)CCc2nc(-c3ccc(C)cc3)no2)cc1Cl	-3	-8	26	-5	1.5	9	/	-2.3	/	6
O=C(O)c1cccc(-c2ccc(/C=c3/sc4nc5ccccc5n4c3=O)o2)c1	-3	-15	21	-2	-0.9	-9	1	0.6	-7	4
COc1ccc(S(=O)(=O)Nc2cccnc2)c(Cl)c1Cl	-1	-1	6	-3	-0.3	-1	-1	-0.7	2	8
COc1ccccc1NC(=O)/C=C/c1cc([N+](=O)[O-])ccc1OC(F)F	1	-4	-4	7	-1.1	-4	-5	-1.4	-5	-3
CSCCC(NS(=O)(=O)c1c(Cl)cccc1Cl)C(=O)O (stereo unspecified)	6	1	2	-1	-1.6	-8	0	-0.7	/	3
N#CCc1ccc(NC(=O)CSc2nnc(C3CC3)n2C2CC2)cc1	-1	-2	-20	-6	0.5	-6	3	-1.1	-7	1
Cc1ccc(-c2csc3ncnc(Oc4cccc5ccc(C)nc45)c23)cc1	-2	-3	-5	-4	0.4	-6	-3	-3.0	-2	-17
COc1ccc(C2=NOC(C(=O)N3CCN(c4ccccc4OC)CC3)C2)cc1 (stereo unspecified)	0	1	-6	6	0.1	6	0	0.3	-1	-8
COc1cc(/C=N/NC(=O)CSc2cc(C)c(Br)cc2C)ccc1O	2	-13	/	2	-0.6	16	/	-0.5	-4	15
COc1ccc(CCNC(=O)Nc2ccc(F)cc2F)cc1OC	-2	-4	3	3	-1.4	1	0	-1.8	3	5
Cc1cc2nc(C)n(CCCN)c2cc1C	0	-1	-2	-3	-0.1	1	-1	-0.3	/	10
CCCn1c(SCc2ccon2)nc2ccccc2c1=O	-1	-6	-6	-2	2.4	-4	/	0.8	-2	0
O=C(CCCN1C(=O)NC2(CCCC2)C1=O)Nc1cccc(S(=O)(=O)N2CCOCC2)c1	-5	-2	-3	15	0.6	-6	/	-3.7	-3	-6
Cc1ccc(S(=O)(=O)Nc2ccc(N(C)C)cc2)cc1	3	-5	-2	-1	-0.9	-4	-1	-0.2	-2	8
CSc1oc(-c2ccco2)nc1S(=O)(=O)c1ccccc1	-2	1	/	7	1.8	-7	-7	-1.3	/	-6
Cc1ccc(Cl)cc1N1CCN(C(=O)Cn2ncn3cccc3c2=O)CC1	3	-6	-1	4	0.3	1	0	-0.5	/	-7
Cc1ccc(S(=O)(=O)NNC(=S)NCC2CCCO2)cc1 (stereo unspecified)	1	-3	10	-5	-1.8	23	-4	0.1	-1	0
COC(=O)c1cc(C)sc1NC(=O)C1CC(=O)NN1Cc1ccccc1 (stereo unspecified)	-2	-7	1	-2	0.0	5	-2	-3.0	-2	10
CCOC(=O)C1=C(COC(=O)/C=C/c2cc(Br)ccc2F)NC(=O)NC1C (stereo unspecified)	3	-30	5	-8	-2.1	10	6	-2.5	-5	7
COc1ccccc1C1NC(=O)NC(C)=C1C(=O)OC1CCC(C)CC1 (stereo unspecified)	-2	2	/	2	-0.7	1	-2	5.4	-5	0
Cc1nc(N)nc(COc2ccccc2)n1	-1	7	55	-2	0.0	1	9	-0.8	/	-3
COc1cc(NC(=O)C2CC(c3ccccc3O)=NO2)c(OC)cc1Cl (stereo unspecified)	-1	?	-1	-1	-3.0	0	-3	-21	2	6
O=C1NC(=O)C(=Cc2ccc(Cl)cc2Cl)S1	4	-7	23	1	0.6	1	39*	-1.5	0	1
CCOC(=O)CC(C(=O)OCC)P(=O)(c1ccccc1)c1ccccc1 (stereo unspecified)	0	-9	4	0	-0.2	-4	/	-1.1	/	8
Cc1ccc(/C=C/C(=O)OCC(=O)c2ccc3c(c2)NC(=O)CO3)o1	1	-11	1	-1	1.0	2	-4	-0.3	-2	-3
O=C(NNC1CC(=O)N(c2ccccc2)C1=O)c1ccc(COc2ccccc2Cl)o1 (stereo unspecified)	0	-7	1	-7	0.3	7	-2	-3.3	-5	38
CCn1cc(C(=O)NCCCN2CCCC(C)C2)c(=O)c2cc(S(=O)(=O)N3CCc4ccccc4C3)ccc21 (stereo unspecified)	1	-2	2	-1	-5.1	4	0	-2.0	/	?
COC(=O)CSc1nnc(CNC(=O)Cc2ccccc2)n1-c1ccccc1OC	1	7	16	6	-0.4	0	-2	/	3	-5
O=S(=O)(c1ccc(F)c(F)c1)N1CCN(c2ncccn2)CC1	-3	10	6	-7	0.6	2	0	/	-3	2
Clc1ccc(-c2cc(COc3ccccc3)no2)cc1Cl	-2	-7	-7	2	1.0	-2	/	-0.9	1	2
Fc1cccc(-c2cc3nc(-c4ccccc4)cc(N4CCC5(CC4)OCCO5)n3n2)c1	-1	-8	4	-4	1.1	1	-2	-0.9	0	-4
Cc1ccc(S(=O)(=O)CC(=O)Nc2cc(C)on2)cc1	2	-3	-8	3	-0.7	3	-4	-2.1	-6	-5
O=C(CSC1CN(C(c2ccccc2)c2ccccc2)C1)N/N=C/c1ccc(Cl)cc1Cl	2	-16	5	-3	0.6	-6	-2	0.4	7	0
O=C(CCNS(=O)(=O)c1ccccc1C(F)(F)F)Nc1ccncc1	-3	1	9	-6	0.3	-1	-6	0.2	-4	0
COc1cc(C(=O)OCC(=O)NCC2CCCCC2)ccc1OCC(C)C	2	-2	3	-4	-0.1	9	3	-0.5	/	1
Cc1ccc(C(=O)c2cc(C)sc2NC(=O)CN2CCN(C(=O)c3ccco3)CC2)cc1	-2	-3	/	-3	0.9	20	-6	-3.8	-2	11
CC1Sc2ccc(S(=O)(=O)CCC(=O)NCc3ccc(Cl)cc3)cc2NC1=O (stereo unspecified)	1	-8	8	11	0.6	-6	-5	-1.5	-5	4
